High-throughput results as filed in PubChem.
CCT chaperon mod – cytosolic chaperonin activity modulation | purified chaperonin ATPase assay, HTRF ADP detection, 30 min | activity change, % (no concentration beside the values), hits read low | 360,000 tested, 0.3% active; in the data active means activity change below about -30%; further: on the % scale 0 is the no-effect control and ±100 the full control effect
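TRiC at 40 or 20 nM final (batch-dependent) in 30 mM Tris pH 7.4, 100 mM KCl, 5 mM MgCl2, 1 mM DTT, with compound at single 76 uM and 10 uM ATP, 30 min at 37 deg C. ADP detected by HTRF Transcreener, 665/615 ratio.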
Mm-Cpn inhibitor – blocks the Methanococcus maripaludis chaperonin Mm-Cpn. purified Mm-Cpn ATPase, ADP Transcreener TR-FRET. Potency, µM (highest dose often 76.9 µM), inactives show top-dose activity, negative = inhibition, usual class: inhibitors. 330,000 tested, 0.031% active; further: potency means the concentration at half of the fitted maximal effect; on the % scale 0 is the no-effect control and ±100 the full control effect; nearly all actives have a fitted effect of over 80% in size
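Eu-cryptate anti-ADP/ADP-d2 competition gives a ratio inversely related to ADP. Enzyme at 25 nM was pre-exposed to compound for 10 min, then given 10 uM ATP for 30 min, 37°C throughout.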
A549 tox – A549 cytotoxicity, counter-screen for Nrf2 inhibitors | 390,000 tested, 0.16% active | Potency, µM (top dose mostly 46 µM), inactives show top-dose activity change, negative = cytotoxicity, most hits filed as inhibitors | A549 ARE-Fluc cells, CellTiter-Fluor viability, 18-24 h; further: potency means the concentration at half of the fitted maximal effect; on the % scale 0 is the no-effect control and ±100 the full control effect
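A549 ARE-Fluc cells in 5% FBS OPTI-MEM, 5000 cells/well, rested 2 h then exposed to compounds in concentration-response for 18-24 h at 37 °C. Viability by CellTiter-Fluor fluorescence (Ex 405/Em 525) after 30 min; luciferase luminescence (BugLite, 15 min, RT) read afterwards.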
Nrf2 ARE act – Nrf2 pathway activation. AREc32 ARE-luciferase reporter (MCF7-derived line), luminescence, 24 h. Potency, µM (doses to about 46.1 µM), for inactives: top-dose activation, hits mostly activators. 410,000 tested, 0.31% active; further: potency means the concentration at half of the fitted maximal effect; % of control where 0% means no effect; nearly all actives have a fitted effect of over 65% in size
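Luciferase luminescence (Steady-Glo, 30 min at room temperature) served as the read-out of ARE activation in AREc32 cells treated with compounds for 24 hr at 37 deg C.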
TGFb SMAD3 inh – inhibitors of TGF-b signaling | Potency, µM (highest dose often 46.1 µM), for the others: at the highest dose activity, negative = inhibition, usual class: inhibitors | AID 588855 | 410,000 tested, 1.2% active | HepG2 CAGA-GFP TGF-b/SMAD3 reporter, GFP fluorescence, 18 h; TGF-beta stimulated, 500 pg/mL final; further: potency means the concentration at half of the fitted maximal effect; on the % scale 0 is the no-effect control and ±100 the full control effect; nearly all actives have a fitted effect of over 65% in size
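HEPG2 CAGA-GFP, 1000 cells/well; 2 h settle, 37 C; cpd via pin tool; TGF-b 500 pg/mL final; 18 h, 37 C; GFP imaging ex488/em500-530; %Activity normalised to -TGF-b and +DMSO controls; CRC fit, curve class.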
EPAC2 antag – antagonists of human EPAC2. Q8WZA2. EPAC2 GEF exchange of Rap1B-BODIPY-GDP, fluorescence. Potency, µM (doses to about 114 µM), for inactives: top-dose activity, negative = inhibition, hits mostly inhibitors. 360,000 tested, 0.18% active. AID 720708; further: potency means the concentration at half of the fitted maximal effect; on the % scale 0 is the no-effect control and ±100 the full control effect; nearly all actives have a fitted effect of over 45% in size; many of its hits are not listed in these tables
Target sequence (Q8WZA2 whole entry, looked up): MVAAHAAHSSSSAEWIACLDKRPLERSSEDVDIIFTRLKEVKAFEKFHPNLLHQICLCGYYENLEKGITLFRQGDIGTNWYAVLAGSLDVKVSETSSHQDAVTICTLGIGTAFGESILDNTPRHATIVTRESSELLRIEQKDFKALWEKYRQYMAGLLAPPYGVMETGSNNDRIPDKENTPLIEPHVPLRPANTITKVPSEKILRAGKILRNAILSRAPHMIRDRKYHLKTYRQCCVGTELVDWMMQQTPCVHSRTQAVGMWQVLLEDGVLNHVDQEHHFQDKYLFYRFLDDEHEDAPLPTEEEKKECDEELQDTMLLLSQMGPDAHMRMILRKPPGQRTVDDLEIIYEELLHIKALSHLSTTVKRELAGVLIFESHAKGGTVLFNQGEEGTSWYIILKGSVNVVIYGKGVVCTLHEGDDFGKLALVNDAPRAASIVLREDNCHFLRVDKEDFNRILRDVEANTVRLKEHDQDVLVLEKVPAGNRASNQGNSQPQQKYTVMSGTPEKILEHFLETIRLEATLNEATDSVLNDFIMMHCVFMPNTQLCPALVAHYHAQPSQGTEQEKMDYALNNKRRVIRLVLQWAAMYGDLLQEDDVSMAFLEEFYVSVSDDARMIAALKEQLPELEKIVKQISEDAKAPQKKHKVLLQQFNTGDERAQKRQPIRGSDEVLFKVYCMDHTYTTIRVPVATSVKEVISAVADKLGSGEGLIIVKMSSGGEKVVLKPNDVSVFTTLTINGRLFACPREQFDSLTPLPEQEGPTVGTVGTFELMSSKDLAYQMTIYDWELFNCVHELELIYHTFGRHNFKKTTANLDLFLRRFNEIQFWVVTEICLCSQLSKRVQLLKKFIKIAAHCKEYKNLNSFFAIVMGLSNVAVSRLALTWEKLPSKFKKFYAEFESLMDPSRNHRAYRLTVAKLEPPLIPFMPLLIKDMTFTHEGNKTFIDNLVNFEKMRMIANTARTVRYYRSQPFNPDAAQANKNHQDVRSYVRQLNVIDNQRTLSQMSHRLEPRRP
Nrf2 inh – Nrf2 pathway inhibition; 360,000 tested, 2.1% active; A549 ARE-Fluc reporter, luciferase luminescence, 18-24 h; Potency, µM (series often up to 46 µM), for the others: at the top dose activity change, negative = inhibition, actives largely listed as inhibitors; AID 504444; further: potency means the concentration at half of the fitted maximal effect; on the % scale 0 is the no-effect control and ±100 the full control effect; nearly all actives have a fitted effect of over 60% in size
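Two sequential reads on A549 ARE_Fluc cells exposed to compound for 18-24 h: a CellTiter-Fluor fluorescence read for viability, then a luciferase luminescence read for Nrf2/ARE activity.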
EPAC2 ag – agonists of human EPAC2 (RAPGEF4) | EPAC2 activation, biochemical qHTS; response scale: 100% = 6.5 mM cAMP response | Potency, µM (titrated, usually from 154 µM), without a hit: at the highest dose activation, actives largely listed as activators | AID 720711 | Q8WZA2 | 360,000 tested, 0.079% active; further: potency means the concentration at half of the fitted maximal effect; nearly all actives have a fitted effect of over 50% in size
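Readout is BODIPY fluorescence (480 nm excitation, 540 nm emission), which falls as labeled GDP is exchanged off Rap1B. EPAC2 at 100 nM acted on 250 nM RAP1B-BODIPY-GDP with 50 uM GDP present.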
Akt phos inh – Akt phosphorylation inhibition. AID 651550. activity change, % for hits at 50 µM. Neuro2A IGF-stimulated pAkt S473 HTRF, 20 min; active compounds read low. 360,000 tested, 0.32% active; in the data active means activity change below about -80%; inconclusive means mostly about -51% to -80%; further: on the % scale 0 is the no-effect control and ±100 the full control effect
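Neuro2A cells in DMEM with 0.5% FBS, overnight at 37 deg C, given compound at single 50 µM final, then IGF (6 nM final) for 20 min at 37 deg C. Lysed; phospho-Akt Ser473 by HTRF after 24 h, 665/615 ratio.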
Starred values were filed as active, the others as inactive; i = inactive; u = inconclusive; x = not tested or not shown; [ ] = another dose, or the depositor's remark. Unless noted, the call rests on the fitted dose curve; in most records, active means well fitted curve in the direction sought with a large enough effect; inconclusive means small, poorly fitted or top-dose-only effect, or another doubt; inactive means no such curve, though single readings can be large; an effect the other way counts as inactive or inconclusive. Some of the compounds tested. The share of hits here may be higher or lower than overall.

SMILES	CCT chaperon mod	Mm-Cpn inhibitor	A549 tox	Nrf2 ARE act	TGFb SMAD3 inh	EPAC2 antag	Nrf2 inh	EPAC2 ag	Akt phos inh
Cc1ccc(C(=O)CN2CCC(NC(=O)C3CCCCC3)CC2)cc1	-0.5	1%	-1%	0.3%	-13%	7%	-11%	-3%	i
C[C@H]1CN([C@@H](C)CO)C(=O)Cc2cc(NC(=O)CCN3CCOCC3)ccc2O[C@@H]1CN(C)Cc1ccc(Oc2ccccc2)cc1	-5.0	-3%	13%	9.1%	u	4%	4%	3%	i
CCN(C(=O)CCC(=O)N(CC)c1ccccc1)c1ccccc1	-1.7	5%	-3%	-0.5%	10%	2%	5%	1%	i
COc1ccc(C2CC(C(F)(F)F)n3nc(CO)c(Cl)c3N2)cc1OC (configuration not stated)	-1.5	0%	x	2.0%	-6%	-2%	-23%	8%	i
CC(C)(C)OC(=O)NCCC(=O)N/N=C/c1ccc2ncccc2c1	-0.2	-1%	9%	23%	-4%	-1%	-5%	10%	i
O=C(Cc1ccc(Cl)cc1)Nc1cc(S(=O)(=O)N2CCOCC2)ccc1N1CCCC1	-4.6	-12%	2%	0.3%	-21%	-4%	-10%	9%	i
COCCNc1oc(/C=C/c2ccccc2)nc1C#N	-0.5	-18%	-5%	2.0%	15%	-5%	u	-2%	i
CCN(CC)CCc1nc(-c2ccccc2)no1	0.1	0%	4%	3.6%	-1%	19%	-2%	11%	x
COCCNC(=O)C(c1cccs1)N(Cc1ccccc1)C(=O)Cn1nnc2ccccc21 (configuration not stated)	1.2	-1%	-12%	0.7%	-7%	10%	2%	3%	i
N#CC1=C(N)Oc2nc(-c3ccccc3)[nH]c2C1c1cccnc1 (configuration not stated)	-0.7	0%	-5%	11%	-14%	-6%	5%	2%	i
CCc1ccccc1N(CC)C(=O)Cn1nc(Cc2ccncc2)c2ccccc2c1=O	x	x	4%	4.5%	u	x	u	x	x
Cc1cc(-c2ccccc2)nc2c(Br)c(C(=O)O)nn12	-5.6	x	0%	-0.8%	36%[activator]	-3%	1%	4%	i
COc1cc(C(=O)NCc2nnc(SCC(=O)N3CCCc4ccccc43)o2)cc(OC)c1OC	0.0	4%	2%	0.1%	-12%	0%	-12%	3%	i
CC1Cc2cc(S(=O)(=O)CCC(=O)NCc3ccc(Cl)cc3)ccc2N1C(=O)C1CC1 (configuration not stated)	x	x	-17%	-1.0%	-24%	x	u	x	x
COc1ccc(NC(=O)CCCn2cnc3ccccc3c2=O)c(OC)c1	-4.0	1%	14%	-0.1%	-8%	3%	-7%	8%	i
COc1ccc(S(=O)(=O)N(CC(=O)Nc2cccnc2)c2ccc(C)cc2)cc1OC	x	x	0%	-0.1%	u	x	0%	x	x
Cc1ccnc(NS(=O)(=O)c2ccc(NC(=O)C3CC=CCC3C(=O)O)cc2)n1 (configuration not stated)	-0.6	0%	1%	0.0%	11%	2%	-6%	5%	i
CCC(Oc1ccccc1)C(=O)Nc1ccccc1OC (configuration not stated)	-2.4	u	2%	13%	1%	-23%	3%	14%	i
COc1ccc2oc(=O)c(C(=O)NC(C)c3ccccc3)cc2c1 (configuration not stated)	0.1	-2%	1%	-0.1%	1%	3%	-27%	5%	i
Cc1nnc(NC(=O)c2nc(S(=O)(=O)Cc3ccccc3)ncc2Cl)s1	-0.6	-3%	u	u	u	-2%	u	9%	i

Profiles as entered above. Order of values: CCT chaperon mod | Mm-Cpn inhibitor | A549 tox | Nrf2 ARE act | TGFb SMAD3 inh | EPAC2 antag | Nrf2 inh | EPAC2 ag | Akt phos inh
Shown for CCC(Oc1ccccc1)C(=O)Nc1ccccc1OC (configuration not stated) = -2.4 | u | 2% | 13% | 1% | -23% | 3% | 14% | i
Shown for COc1ccc(S(=O)(=O)N(CC(=O)Nc2cccnc2)c2ccc(C)cc2)cc1OC = x | x | 0% | -0.1% | u | x | 0% | x | x
Shown for CC1Cc2cc(S(=O)(=O)CCC(=O)NCc3ccc(Cl)cc3)ccc2N1C(=O)C1CC1 (configuration not stated) = x | x | -17% | -1.0% | -24% | x | u | x | x

The list continues:
SMILES	CCT chaperon mod	Mm-Cpn inhibitor	A549 tox	Nrf2 ARE act	TGFb SMAD3 inh	EPAC2 antag	Nrf2 inh	EPAC2 ag	Akt phos inh
CC1=NN(C(=O)c2ccc(Cn3nc(C)c(Br)c3C)cc2)C(O)(C(F)(F)F)C1 (configuration not stated)	-2.8	0%	-1%	-0.5%	11%	-8%	5%	6%	i
CCCn1nnc(NCc2ccc(OCc3cccs3)c(OC)c2)n1	1.1	3%	x	-0.4%	-1%	-3%	8.2µM*	11%	i
O=C(Nc1nc2ccc(F)cc2s1)c1cccs1	-12	-22%	1%	u	-3%	-1%	u	-1%	i
O=C(Nc1ccc(Cl)cc1F)c1cnc2sc(N3CCOCC3)nn2c1=O	x	x	-3%	2.9%	0%	x	8%	x	x
COc1ccc(-n2nnnc2CNC(=O)C(=O)c2c(C)[nH]c3ccccc23)cc1	-0.1	1%	-2%	-0.1%	4%	3%	u	6%	i
Cc1ccc(-c2csc(N/N=C/C=C/c3ccccc3)n2)cc1	-6.9	-1%	-19%	2.5%	-4%	-5%	-14%	2%	i
Cc1nc2ccccc2nc1N1CCOCC1	-1.2	0%	-6%	-0.1%	17%	6%	16%	0%[15.6 µM]	x
Cc1ccccc1Nc1nc2nonc2nc1N1CCOCC1	-0.2	2%	-12%	-0.7%	0%	6%	-5%	1%	i
COc1ccc(-c2[nH]n(-c3ccc([N+](=O)[O-])cc3)c(=O)c2C=NCc2ccccc2)cc1	2.7	0%	1%	-0.5%	-12%	-2%	1%	13%	i
NC(=O)C1CCN(c2cc(Cl)nc(N)n2)CC1	-1.0	-4%	0%	-0.5%	13%	-2%	-4%	19%	i
COc1c(Cl)c(=O)oc2ccc(Cl)cc12	0.1	x	x	-0.1%	0%	0%	x	-4%	i
Cc1ccc2oc(-c3ccc(C)c(NC(=O)C(C)(C)Oc4ccc(Cl)cc4)c3)nc2c1	x	x	2%	8.9%	41%[activator]	x	u	x	x
Cc1ccccc1CN1CCC(Oc2ccc(C(=O)NCc3ccccn3)cc2)CC1	0.4	1%	8%	-0.3%	1%	-7%	16%	-7%	i
CCCNC(=O)c1oc2ccc3c(c2c1C)C(O)CC(C)(C)O3 (configuration not stated)	-1.0	1%	1%	4.8%	14%	4%	u	4%	i
O=c1c2c(c(-c3ccccc3)nn1Cc1ccccc1)CCCC2	-0.8	-1%	3%	-0.5%	1%	u	1%	19%	i
O=C(CN1CCN(c2ccccc2)CC1)NC(=O)NCc1ccco1	-0.3	2%	0%	2.3%	1%	7%	-9%	2%	i
CN(CC1COc2ccccc2O1)C(=O)Cn1cc(C(F)(F)F)ccc1=O (configuration not stated)	1.0	-1%	1%	0.1%	9%	5%	-8%	-4%	i
CCOC(=O)NC(=O)CSc1ccc(S(=O)(=O)N(C)C2CCCCC2)cn1	-0.2	0%	5%	-0.7%	-23%	-9%	2%	-3%	i
COc1ccc(-c2noc(CSc3nnc(C)n3-c3ccc(F)cc3)n2)cc1	x	x	-7%	6.6%	u	x	-11%	x	x
Cc1c(Br)c([N+](=O)[O-])nn1CC(=O)Nc1c(C)n(C)n(-c2ccccc2)c1=O	-1.4	-1%	-10%	-0.7%	-5%	8%[57.1 µM]	-15%	6%	i
O=C(NCCc1ccc2c(c1)OCCO2)c1cc2ccccc2o1	1.0	0%	-13%	-0.1%	2%	1%	u	3%	i
CCNC(=S)NNC(=O)c1ccc2ncccc2c1	-1.9	0%	-11%	0.8%	7%	-5%	-11%	6%	i
O=C1CCCN2N=C(SCC(=O)Nc3ccc([N+](=O)[O-])cc3)SC2=N1	-3.6	-2%	-16%	0.4%	-17%	1%	2%	9%	i
COc1ccc(C2=NN(C(=O)COC(=O)c3ccc(NC(=O)CC#N)cc3)C(c3ccco3)C2)cc1 (configuration not stated)	-6.0	-3%	-1%	3.7%	35%[activator]	20%	7%	2%	i
O=C(NCc1cccnc1)c1nn2cccnc2c1Cl	-22	-3%	0%	-0.2%	0%	11%	20%	6%	i
COc1ccc(-n2c(/C=C(\C)O)nc(=O)c3c(C)cc(C)nc32)cc1	3.2	-4%	-8%	-0.5%	3%	11%	-17%	-4%	i
CN(C(=O)c1cccc(NC(=O)Cc2ccc(NC(=O)C3CCCN(C(=O)C4CCCC4)C3)cc2)c1)C1CCC1 (configuration not stated)	1.1	x	0%	7.8%	u	0%	u	15%	i
O=C(NC1CCCCC1)c1cc([N+](=O)[O-])ccc1N1CCCCC1	-4.1	0%	-15%	0.1%	7%	-1%	10%	5%	i
CCOC(=O)c1cc(-c2ccc3c(c2)OCCO3)nc2c1c(C)nn2CCC#N	-2.4	-1%	-1%	0.3%	-3%	-1%[57.1 µM]	21µM*	-7%	i
O=C(c1cc(-c2cccs2)nc2ccccc12)N1CCN(S(=O)(=O)c2ccccc2)CC1	-8.7	u	-3%	0.2%	-5%	-3%	3%	10%	i
Cc1cccc(/C=N/NC(=O)c2ccc(Br)cc2)c1	-0.5	-1%	2%	-0.4%	u	-6%	29%	6%	i
O=C(Oc1ccc(=O)n(-c2ccccc2)n1)c1ccc(F)cc1	0.2	2%	-4%	0.2%	14%	-3%	-16%	7%	i
COc1ccc(NC(=O)CSc2nc3sc4c(c3c(=O)n2-c2ccc(OC)cc2)CCN(C)C4)cc1	-3.2	u	2%	3.6%	-18%	71µM*	u	u	x
COc1cc2c(cc1OC)C(COc1ccc3c(C)cc(=O)oc3c1)N(C(=O)C(C)C)CC2 (configuration not stated)	x	x	7%	0.2%	-16%	x	-5%[9.27 µM]	x	x
COc1cc(S(=O)(=O)n2ccnc2)ccc1Br	-2.0	2%	-10%	-0.6%	25%	3%	1%	1%	i
